Source: PubChem BioAssay (several laboratories)
CHT PAM – allosteric activators of human choline transporter CHT | Q9GZV3 | CHT-expressing cells, membrane potential dye, choline EC20; active compounds read high; LV-AA mutant CHT in HEK293 cells | B-score at 10 µM | actives 0.49% (n = 310,000) | AID 488977;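 active means initial fluorescence not abnormally high and integrated response B-score, plate-corrected, over 3 SD above library mean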
Target sequence (Q9GZV3 whole entry, looked up): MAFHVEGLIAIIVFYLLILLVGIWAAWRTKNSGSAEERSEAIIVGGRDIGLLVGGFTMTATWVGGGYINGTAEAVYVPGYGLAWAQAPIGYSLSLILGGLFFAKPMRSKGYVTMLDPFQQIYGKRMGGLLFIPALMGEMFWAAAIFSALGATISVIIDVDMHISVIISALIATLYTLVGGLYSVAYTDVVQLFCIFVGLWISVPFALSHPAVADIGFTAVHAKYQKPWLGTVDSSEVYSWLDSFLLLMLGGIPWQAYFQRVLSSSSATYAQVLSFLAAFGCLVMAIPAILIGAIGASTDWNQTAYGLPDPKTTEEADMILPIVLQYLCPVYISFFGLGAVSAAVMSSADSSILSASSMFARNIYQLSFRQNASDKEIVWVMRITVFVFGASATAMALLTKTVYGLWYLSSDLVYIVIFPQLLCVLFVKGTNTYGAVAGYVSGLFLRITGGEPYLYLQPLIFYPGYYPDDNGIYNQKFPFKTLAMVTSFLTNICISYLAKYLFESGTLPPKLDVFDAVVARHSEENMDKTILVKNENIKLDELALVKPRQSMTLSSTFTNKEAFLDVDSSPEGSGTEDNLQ
CHT inh – inhibitors of human choline transporter CHT; Q9GZV3; CHT-expressing cells, membrane potential dye, choline response; active compounds read low; B-score at 10 µM; actives 0.86% (n = 310,000); AID 488975;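 active means B-score over 3 SD under the library average, and starting fluorescence ratio not unusually high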;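 further: choline stimulus applied at its EC90 after an EC20 pre-addition; B-score computed on integrated fluorescence ratio after choline addition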
STK33 inh – blocks human STK33 kinase activity. purified STK33, MBP phosphorylation, ADP-Glo luminescence. actives 0.073% (n = 320,000). Q9BYT3. inhibition, % at 10 µM. AID 2661;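 active means inhibition at or above 25%, using the most active replicate where run in duplicate; inactive means inhibition below 25%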
Target sequence (Q9BYT3 whole entry, looked up): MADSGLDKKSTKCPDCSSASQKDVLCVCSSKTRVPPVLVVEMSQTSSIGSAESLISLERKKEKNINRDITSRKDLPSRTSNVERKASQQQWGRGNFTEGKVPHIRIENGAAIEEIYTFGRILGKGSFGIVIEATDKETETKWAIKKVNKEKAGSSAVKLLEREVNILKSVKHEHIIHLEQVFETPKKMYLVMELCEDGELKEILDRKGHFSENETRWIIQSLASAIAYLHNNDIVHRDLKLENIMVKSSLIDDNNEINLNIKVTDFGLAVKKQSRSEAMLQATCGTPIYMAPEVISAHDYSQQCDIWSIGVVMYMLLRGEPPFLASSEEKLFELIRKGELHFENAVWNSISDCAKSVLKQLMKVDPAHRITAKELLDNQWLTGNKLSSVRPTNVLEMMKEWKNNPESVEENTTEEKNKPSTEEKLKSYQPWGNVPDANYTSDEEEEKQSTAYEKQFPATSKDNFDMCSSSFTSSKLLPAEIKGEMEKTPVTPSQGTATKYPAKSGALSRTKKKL
Active calls of the source: *; i = inactive; · = not tested or not shown.

SMILES	CHT PAM	CHT inh	STK33 inh
COc1ccc(OC)c(NC(=O)c2cccc(NC(=O)c3ccccc3C(=O)O)c2)c1	i	i	0.1
NNC(=O)CN1C(c2ccc(Br)cc2)=Nc2ccc(Br)cc2C1c1ccccc1 (stereo not given)	i	i	-1.5
Nc1nonc1C(=O)NCCNCc1ccccc1OCc1ccccc1F	6.3*	i	0.7
Cc1ccsc1/C=N/n1c(-c2ccccc2)n[nH]c1=S	i	i	-2.1
CCCCn1c(-c2ccc(F)c(F)c2)nc2cc3[nH]c(=O)c(C(C)C)nc3cc21	i	i	0.5
CCc1ccc2nc(N(CCN(C)C)C(=O)/C=C/c3cccs3)sc2c1	i	i	-0.8
Cc1noc(C)c1COC(=O)[C@@H](NC(=O)c1ccccc1)C(C)C	i	i	-1.5
COc1ccc(Nc2cc(NCCCO)c([N+](=O)[O-])c3nonc23)cc1	i	i	-0.7
CCCCCOC(=O)c1[nH]c2c(c1C)C(=O)CC(c1ccco1)C2 (stereo not given)	i	i	12
O=C(CSc1nnc(Cc2ccccc2)n1-c1cccc(Cl)c1)N1CCOCC1	i	i	2.8
Cc1cc(C(=O)NC2CC(C)(C)Cc3c2cnn3-c2cccc(F)c2)nn1C (stereo not given)	i	i	0.3
O=C(CNC(=O)c1ccco1)OCC(=O)c1ccccc1	i	i	-0.9
CC(C)Cc1ccc(C(=O)NCCOc2ccccc2)o1	i	i	-2.6
CCOC(=O)C1(CCOC)CCN(Cc2cc3ccccc3s2)CC1	i	i	1.0
O=C(CCn1ccnc1)Nc1nc2ccccc2[nH]1	i	i	0.1

Part of the list above, bar-delimited:
Compound | CHT PAM | CHT inh | STK33 inh
COc1ccc(OC)c(NC(=O)c2cccc(NC(=O)c3ccccc3C(=O)O)c2)c1 | i | i | 0.1
NNC(=O)CN1C(c2ccc(Br)cc2)=Nc2ccc(Br)cc2C1c1ccccc1 (stereo not given) | i | i | -1.5
Nc1nonc1C(=O)NCCNCc1ccccc1OCc1ccccc1F | 6.3* | i | 0.7
Cc1ccsc1/C=N/n1c(-c2ccccc2)n[nH]c1=S | i | i | -2.1
CCCCn1c(-c2ccc(F)c(F)c2)nc2cc3[nH]c(=O)c(C(C)C)nc3cc21 | i | i | 0.5
CCc1ccc2nc(N(CCN(C)C)C(=O)/C=C/c3cccs3)sc2c1 | i | i | -0.8
Cc1noc(C)c1COC(=O)[C@@H](NC(=O)c1ccccc1)C(C)C | i | i | -1.5
COc1ccc(Nc2cc(NCCCO)c([N+](=O)[O-])c3nonc23)cc1 | i | i | -0.7
CCCCCOC(=O)c1[nH]c2c(c1C)C(=O)CC(c1ccco1)C2 (stereo not given) | i | i | 12
O=C(CSc1nnc(Cc2ccccc2)n1-c1cccc(Cl)c1)N1CCOCC1 | i | i | 2.8
Cc1cc(C(=O)NC2CC(C)(C)Cc3c2cnn3-c2cccc(F)c2)nn1C (stereo not given) | i | i | 0.3
O=C(CNC(=O)c1ccco1)OCC(=O)c1ccccc1 | i | i | -0.9
CC(C)Cc1ccc(C(=O)NCCOc2ccccc2)o1 | i | i | -2.6
CCOC(=O)C1(CCOC)CCN(Cc2cc3ccccc3s2)CC1 | i | i | 1.0
O=C(CCn1ccnc1)Nc1nc2ccccc2[nH]1 | i | i | 0.1

Continuation.
SMILES	CHT PAM	CHT inh	STK33 inh
COc1cccc(-n2ccn(CC(=O)NCCc3ccccc3)c(=O)c2=O)c1	i	i	-0.6
COc1ccc(NC(=O)CSc2nc3ccccc3c(=O)n2Cc2cccs2)c(OC)c1	i	i	·
CCOCCCNC(=O)C1CCC(CNS(=O)(=O)c2ccc(OC)cc2)CC1 (stereo not given)	i	i	0.2
Cc1nn(CC(O)Cn2c3c(c4ccccc42)CCN(C)C3=O)c(C)c1Br (stereo not given)	i	i	-1.1
CCc1ccccc1NC(=O)C/C(C)=N/NC(=O)COc1ccccc1C	i	i	1.8
COCCn1c(SCC(=O)NCc2ccc(OC)c(OC)c2)nc2ccccc21	i	i	0.2
O=C(Cc1ccc([N+](=O)[O-])cc1)Nc1nccs1	i	i	0.5
C[C@@]12CC(=O)NC1N(C(=O)c1cccc(C(F)(F)F)c1)C(c1ccccc1OC(=O)c1cccc(C(F)(F)F)c1)C2 (stereo not given in full)	i	i	-0.9
Cc1cc([N+](=O)[O-])ccc1NC(=O)c1sc2ncn(CC(=O)N3CCOCC3)c(=O)c2c1C	i	i	0.1
Cc1ccc(NC(=S)N/N=C/c2ccc(Cl)c([N+](=O)[O-])c2)cc1	i	i	1.0
CCC(c1nnnn1C1CCCC1)N1CCN(c2ccccc2)CC1 (stereo not given)	i	i	-0.7
CCCCCNC(=O)c1ccc(NS(=O)(=O)c2ccc3[nH]c(=O)[nH]c3c2)cc1	i	i	-1.5
CCN(CC)c1ccc(-c2n[nH]c(=S)n2-c2ccccc2)cc1	i	i	-1.6
COCCNC(=O)c1ccc2c(c1)ncn2-c1ccc(C)c(Cl)c1	i	i	1.7
CC(=O)N1c2ccc(S(=O)(=O)N3CCC(C(=O)NC4CCC(C)CC4)CC3)cc2CC1C (stereo not given)	i	i	-1.8
Cc1ccc(CN(C(=O)CNC(=O)c2cccs2)C(C(=O)NCC2CCCO2)c2ccccc2)cc1 (stereo not given)	i	i	-1.3
FC(F)Sc1ccc(NC(=S)NCC2CCCCC2)cc1	i	i	-0.3
CCOC(=O)NNC(=O)c1[nH]c2ccc(Br)cc2c1-c1ccccc1	i	i	-0.5
CCOc1ccc(NC(=O)CSC(N)=O)cc1	i	i	0.3
CCOC(=O)C1=C(CNCc2ccccc2Cl)NC(=O)NC1c1ccc2c(c1)OCO2 (stereo not given)	i	i	-1.6
Cc1ccc(C(=O)c2cncc(Br)c2)cc1	i	i	-1.3
COC(=O)CSC(C)C(=O)Nc1nnc(C(C)C)s1 (stereo not given)	i	i	-2.6
Cc1ccc(C(=O)NC2CCCCCC2)cc1N1CCCC1=O	i	i	0.1
CCOC(=O)c1cc(NC(=O)c2cccs2)ccc1N1CCOCC1	i	i	-0.9
Cc1[nH]ncc1-c1nc2ccccc2[nH]1	i	i	16
COc1ccc(NC(=O)CSc2nnnn2C2CCCCC2)cc1	i	i	-1.2
COCCNC(=O)c1cc2c3ccccc3n(C)c2s1	i	i	-0.3
CCn1c(=O)cc(SCC(=O)N2CCN(c3ccccc3OC)CC2)c2ccccc21	i	i	0.1
CCOC(=O)c1c(C)[nH]c(C(=O)COc2ccc3c(c2)OCO3)c1C	i	i	-0.7
O=C(N/N=C/c1ccccn1)c1ccc(Br)cc1	i	i	0.2
CC(C)C(NC=C1C(=O)OC(C)(C)OC1=O)C(=O)O (stereo not given)	i	i	-1.7
CCOc1ccc(/C=C/C2=Cc3c(sc(NC(=O)CSc4n[nH]c(N)n4)c3C#N)C(C)(C)C2)cc1	i	i	-1.0
CCCNC(C)C(=O)Nc1ccccc1C (stereo not given)	i	i	-1.2
Cc1ccc(CNc2ccc(N3CCOCC3)cc2)s1	i	i	0.0
Cn1c(-c2cc3ccc(OC(=O)C(C)(C)C)cc3oc2=O)nc2ccccc21	i	i	-1.1
CCCOc1ccc(N2C(=O)CC(NCc3ccc(S(N)(=O)=O)cc3)C2=O)cc1 (stereo not given)	i	i	-0.7
Cc1nc(CCNC(=O)CC2C(=O)NCCN2CC(C)(C)C)nc2c1CCC2 (stereo not given)	i	i	-0.4
CC(/C=N/NC(=O)c1cc(-c2cccn2C)n[nH]1)=C\c1ccccc1	i	i	-3.4
CCn1cnc2c1c(=O)n(CC(=O)NCc1ccccc1)c(=O)n2Cc1ccccc1	i	i	-0.1
CC(C)[C@H](NC(=O)c1ccco1)C(=O)OCC(=O)Nc1ccccc1OC(F)F	i	i	-2.0
CNc1nc(C)cc(C)c1S(=O)(=O)c1ccc(Cl)cc1	i	i	0.6
COc1cc(CNc2cccc(F)c2)cc(Br)c1O	i	i	-2.3
COc1ccc(CN(Cc2nc3ccccc3c(=O)[nH]2)C(=O)NC2CCCCC2)cc1	i	i	0.4
CCOC(=O)N1CCN(C(=O)CCc2ccc(S(=O)(=O)NCC(C)C)cc2)CC1	i	i	-1.8
O=C(CN1CCN(C(=O)N2CCOCC2)CC1)Nc1ccc(Br)cc1	i	i	-1.4
O=C(COc1ccc(Cl)cc1Br)N1CCN(S(=O)(=O)c2ccccc2)CC1	i	i	0.1
COc1ccc(CCN(C)C(=O)CSc2nnc(C3CC3)n2N)cc1OC	i	i	-1.5
CC(NC(=O)COC(=O)Cc1ccc(-c2ccccc2)cc1)c1ccccc1 (stereo not given)	i	i	-2.4
CCOc1cccc(C(=O)Nc2ccc3c(c2)OCCO3)c1	i	i	6.5
CC(Sc1nc2cc([N+](=O)[O-])ccc2n1-c1cccc(C(F)(F)F)c1)C(=O)NC(N)=O (stereo not given)	i	i	-1.1
CC(CCc1ccc(O)cc1)NCc1ccc(Cl)cc1Cl (stereo not given)	i	i	-1.2
CCN(CC)S(=O)(=O)c1ccc(NC2c3ccccc3C(=O)N2CCN2CCOCC2)cc1 (stereo not given)	i	i	0.3
COC(=O)C1=C(O)CSC1=Nc1ccc(C)cc1	i	i	-2.6
O=C1N(Cc2ccccc2F)c2ccccc2C12OCCCO2	i	i	-1.1
O=C(COC(=O)COc1ccc(Cl)cc1)Nc1ccc(F)c([N+](=O)[O-])c1	i	i	-1.8
Cn1c(CC(=O)Nc2ccccc2F)nnc1SCC(=O)Nc1nncs1	i	i	-1.1
CCOc1ccc(-n2ccnc2SCC(=O)Nc2nnc(C)s2)cc1	i	i	-4.5
CNC(=S)Nc1ccc(-c2nc3ccc(C)cc3s2)cc1	i	i	4.2
COc1ccc(-c2nc(-c3ccccc3OC)no2)cc1OC	i	i	-3.7
C=C1c2cc(C)c(C)cc2NC(=O)N1c1ccccc1	i	i	-1.2

(list continues)
SMILES	CHT PAM	CHT inh	STK33 inh
COC(=O)C1C2C=CC(C3CC23)C1C(=O)OCC(=O)c1ccccc1 (stereo not given)	i	i	-0.5
CC(=O)Oc1ccc(Cl)cc1/C=C/c1cc(OC(C)=O)c2ccccc2n1	i	i	-0.9
COCCN(C(=O)CNC(=O)c1ccco1)C(C(=O)NC1CCCC1)c1ccccc1 (stereo not given)	i	i	-0.9
C#CCNC(=O)C1CCN(c2ccc(S(=O)(=O)N3CCOCC3)cc2Cl)CC1	i	i	-0.8
Cc1ccc(N2C(=O)CSC2c2ccccn2)cc1Cl (stereo not given)	i	i	0.5
COc1ccc(CCN(C)C(=O)c2cnc(C)cn2)cc1OC	i	i	-1.5
Cc1cc(S(=O)(=O)N2CCCC2)ccc1OCC(=O)N1CCC(C(N)=O)CC1	i	i	0.7
Cc1cccc(-c2noc(CCCOc3ccc(Cl)cc3Cl)n2)c1	i	i	-0.8
Cn1c(=O)n(CCCO)c(=O)c2c1nc1n2CCCN1Cc1ccccc1	i	i	-0.9
COC(=O)c1ccc(C23CC4(C2)[C@H](CN(Cc2ccc(C(F)(F)F)cc2)[C@@H]4c2ccccc2)C3c2ccccc2)cc1 (stereo not given in full)	i	i	-1.3
CCCn1c(=O)c(C(=O)NCc2ccc3c(c2)OCO3)c(O)c2ccccc21	i	i	-11
CC(/C=N/NC(=O)c1cccs1)=C\c1ccccc1	i	i	-1.1
O=C(Cn1nc(-c2ccccc2)ccc1=O)NCc1ccc2c(c1)OCO2	i	i	0.7
CC(C)Oc1ccc(/C=N/NC(=O)C2CCCN2S(=O)(=O)c2ccc(Cl)cc2)cc1 (stereo not given)	i	i	0.1
COc1ccccc1C1CCN(Cc2c(C)[nH]c3ccccc23)CC1	i	i	-1.5
Nn1c(Cc2cccc3ccccc23)nnc1SCCOc1ccc(F)cc1	i	i	-0.8
COc1ccc(S(=O)(=O)N(C)CC(=O)Nc2ccc3c(c2)OCO3)cc1	i	i	0.7
Cc1nnc(SCC(=O)NC(=O)NCCC(C)C)s1	i	i	-0.6
Cc1ccc(N(CC(=O)N2CCc3ccccc3C2)S(C)(=O)=O)cc1	i	i	-1.3
COC(=O)Nc1nc(-c2ccccc2)c(C(=O)c2ccc(Cl)cc2)s1	i	i	1.0
Cc1nc2ccc(Cl)cc2c(-c2ccccc2)c1CC(=O)O	i	i	-0.4
CC(=O)NCCNC(=O)C1CCCCN1S(=O)(=O)c1ccccc1 (stereo not given)	i	i	1.0
CNC(=O)C1Cc2ccccc2CN1S(=O)(=O)c1ccc(OC)c(OC)c1 (stereo not given)	i	i	-2.7
CCOC(=O)N1CCN(S(=O)(=O)c2cn(C)c(=O)n(C)c2=O)CC1	i	i	0.2
O=C(COC(=O)CCN=C1NS(=O)(=O)c2ccccc21)NC1CCCCCCC1	i	i	-0.3
Cc1ccc(-c2nnc(CSc3nc(C(C)C)nc4sc(C)c(C)c34)o2)cc1	i	i	-2.9
O=C(N/N=C/C(Cl)=C/c1ccc([N+](=O)[O-])cc1)C(=O)Nc1cccc(C(=O)O)c1	i	i	6.2
C/C(=N\Nc1ncc(Cl)cc1Cl)c1cccs1	i	i	0.5
Cc1cn(C(=O)c2cccc(Br)c2)c(C)n1	i	i	-0.8
CCOc1ccc2nc(SCC#N)c(C#N)cc2c1	i	i	11
COC(=O)c1c(NC(=O)c2ccc(OC(C)C)cc2)sc2c1CC(C)(C)NC2(C)C	i	i	-1.2
CC(C)C1CC(C(F)(F)F)n2nc(C(=O)O)cc2N1 (stereo not given)	i	i	-1.4
COc1cc(C(=O)NCC(=O)NCCN2C(=O)S/C(=C\c3ccc4c(c3)OCO4)C2=O)cc(OC)c1OC	i	i	·
CC1CCN(C(=O)CCNC(=O)c2ccccc2Cl)CC1	i	i	-0.8
COc1ccccc1NC(=O)C1=C(C)NC(=O)NC1c1cccc(OC)c1OC (stereo not given)	i	i	0.2
COc1cc(CN(C)c2ncnc3sccc23)ccc1OC(F)F	i	i	0.2
COc1ccc(C(c2nnnn2C2CCCC2)N2CCC(C)CC2)c(OC)c1 (stereo not given)	i	i	-3.3
